Screens deposited in PubChem by several laboratories.
SUMO Mot1 rescue = blocks SUMOylation pathway, rescuing yeast Mot1-301 growth; 1% of 320,000 active; AID 2716; growth rescue, % at 18.8 µM; S. cerevisiae Mot1-301 growth rescue, ATP luminescence, 38.5C; percent above DMSO median, 100 means doubled;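 active = every valid replicate shows activation above 250% relative to neutral control wells; inactive = the rest, any valid replicate at or below 250%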;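 also: OY570 slx delta 5 strain wells were the positive control but not used for scaling; some compounds called inactive have numbers as strong as hits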
PKA-R1A act = activates the PKA-R1A holoenzyme complex | 0.083% of 340,000 active | activation, % at 11.4 µM | P00514+P68181 | PKA-R1A dissociation, Cy5-IP20 fluorescence polarization; scaled: DMSO 0%, 113 µM cGMP 100% | AID 504707;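 active = percent activation above the mean of all tested compounds plus 3 SD, cut at about 19% in these data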;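 also: higher means more PKAc released from R1A so a rise in polarization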
PfHsp90 set2 = reduces growth (ATP signal) of yeast expressing P. falciparum Hsp90; 0.32% of 310,000 active; inhibition, % at 9.4 µM; S. cerevisiae expressing PfHsp90, BacTiter-Glo ATP, 48 h; yeast lacking PDR1 and PDR3 efflux regulators; AID 504621;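 active = every replicate shows inhibition above about 80%, whatever the replicate mean, limit read from the data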;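 also: 0% = DMSO neutral controls and 100% = 20 µM radicicol positive controls; yeast relying on Plasmodium falciparum Hsp90 in place of its own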
E coli growth = bacterial growth inhibition, counter-screen for AddAB inhibitors; E. coli V3065 growth, OD600 absorbance, 18 h; inhibition, % at 11.9 µM; 0.27% of 330,000 active; AID 449728;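 active = inhibition above the campaign's mean inhibition across all tested compounds plus 3 SD, cut at about 9.9% in these data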;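 also: uninfected addAB+ strain grown without phage in ampicillin broth; 0% = DMSO wells and 100% = ciprofloxacin 0.95 µg/ml wells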
MOR-DOR ag = agonists of human mu-delta opioid receptor heterodimerization | cells, OPRM1-OPRD1 heterodimerization, luminescence | activation, % at 9.3 µM | 0.3% of 340,000 active; in the data active = activation above about 18%;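 also: 0% = vehicle-treated cells and 100% = reference agonist; values of inactives mirror those of a sister screen read the other way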
Pemphigus Ab inh = blocks pemphigus antibody binding to human desmoglein-3; AID 588358; DSG3-coupled beads, scFv-anti-DSG3-GFP binding, flow cytometry; active compounds read low; binding (percent of control), % at 10 µM; 0.48% of 310,000 active; P32926;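 active = binding more than 3 SD below its plate's average and above zero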;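 also: hits lower antibody fragment binding to DSG3; some compounds called inactive have numbers as strong as hits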
Target sequence (P32926 whole entry, looked up, the tested form may be a part): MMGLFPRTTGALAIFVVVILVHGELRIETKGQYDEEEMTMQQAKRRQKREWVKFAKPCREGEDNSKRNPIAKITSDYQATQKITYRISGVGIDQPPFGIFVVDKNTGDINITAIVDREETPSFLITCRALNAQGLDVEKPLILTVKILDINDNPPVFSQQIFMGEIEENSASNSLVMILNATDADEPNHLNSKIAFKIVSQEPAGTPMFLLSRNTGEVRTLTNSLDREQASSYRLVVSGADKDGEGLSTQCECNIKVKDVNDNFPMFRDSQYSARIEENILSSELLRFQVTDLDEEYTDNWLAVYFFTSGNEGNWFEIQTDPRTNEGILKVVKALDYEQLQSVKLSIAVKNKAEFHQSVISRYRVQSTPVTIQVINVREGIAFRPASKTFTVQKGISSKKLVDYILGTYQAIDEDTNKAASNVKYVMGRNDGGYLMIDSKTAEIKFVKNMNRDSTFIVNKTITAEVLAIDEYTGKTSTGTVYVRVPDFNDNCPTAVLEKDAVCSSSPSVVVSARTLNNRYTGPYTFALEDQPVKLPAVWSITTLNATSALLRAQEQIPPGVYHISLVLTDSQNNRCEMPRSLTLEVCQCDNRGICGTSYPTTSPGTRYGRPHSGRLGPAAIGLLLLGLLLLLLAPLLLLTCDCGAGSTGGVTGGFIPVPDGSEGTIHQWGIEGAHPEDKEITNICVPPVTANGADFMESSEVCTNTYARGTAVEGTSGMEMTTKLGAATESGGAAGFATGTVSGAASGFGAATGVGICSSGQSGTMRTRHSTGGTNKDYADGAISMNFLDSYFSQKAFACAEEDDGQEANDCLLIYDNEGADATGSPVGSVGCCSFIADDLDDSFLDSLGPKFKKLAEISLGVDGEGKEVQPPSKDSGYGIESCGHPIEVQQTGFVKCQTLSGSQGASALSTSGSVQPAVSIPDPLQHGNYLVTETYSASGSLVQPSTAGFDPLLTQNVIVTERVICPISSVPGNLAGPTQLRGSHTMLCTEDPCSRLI
AddAB inh = less growth of phage-infected E. coli with AddAB; AID 435030; 0.29% of 330,000 active; inhibition, % at 11.9 µM; E. coli expressing H. pylori AddAB, absorbance growth; in the data active = inhibition above about 12%;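 also: 0% = vehicle wells of infected cells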
phage Ecoli inh = E. coli growth loss with phage present. growth absorbance. inhibition, % at 11.9 µM. 0.26% of 360,000 active. AID 651602; in the data active = inhibition above about 11%
OPRM1-OPRD1 inv = mu-delta opioid heterodimer inverse agonism | P35372+P41143 | cell-based MOR-DOR heterodimer luminescence | inhibition, % at 9.3 µM | 0.21% of 340,000 active; in the data active = inhibition above about 22%, passing the limit was not always enough;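 also: 0% = cells with DMSO and 100% = wells without cells with DMSO; values of inactives mirror those of a sister screen read the other way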
Arr AP2 block = inhibitors of human beta-arrestin and AP2 interaction. FITC-arrestin peptide / GST-AP2 beads, flow cytometry; AP2 beta2 appendage carries R879A mutation. 0.31% of 340,000 active. inhibition, % at 10 µM. AID 504490;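 active = inhibition above a set limit, near 3 SD of compounds lacking own fluorescence, cut at about 54% in these data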;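 also: plate controls were DMSO wells for no effect and 5 µM unlabelled arrestin peptide for full effect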
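System: GST-AP2 R879A glutathione beads. Medium: PBS with 0.05% Tween 20 and 0.1% BSA. Also added: FITC-arrestin peptide, 50 nM. Incubation: 12 min plus 1 h, RT. Measured by: high-throughput flow cytometry of beads, ex 488, em 535 nm. Evaluation: percent drop in bead-associated FITC signal.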
Tat export inh = inhibitors of E. coli Tat protein transport. E. coli MC4100 TorA-mCherry Tat export, fluorescence. inhibition, % at 10 µM. 0.036% of 340,000 active. AID 488895;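 active = mean replicate inhibition at least 50% and at least half of replicates individually reaching 50%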;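 also: exported cargo escapes ClpAP degradation while cytoplasmic cargo is degraded and loses fluorescence; 0% = median of neutral control wells and 100% = median of NaSCN control wells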
An asterisk follows results filed as active; i = inactive; . = no result given.

The line under a structure holds: AddAB inh | phage Ecoli inh | OPRM1-OPRD1 inv | PfHsp90 set2 | Arr AP2 block | PKA-R1A act | E coli growth | SUMO Mot1 rescue | Pemphigus Ab inh | MOR-DOR ag | Tat export inh
[1] Cc1ccc(NC(=O)CSc2nc3sc(C)cc3c(=O)n2C)cc1
  2.7 | 0.5 | -10 | 9 | 15 | 1 | 0.4 | 12 | . | 1.3 | -5
[2] CCN(CC)CCSc1nc(O)c(-c2ccccc2)c(=O)[nH]1
  3.0 | 4.0 | 9 | 7 | 3 | -9 | 1.1 | 48 | 100 | -1.8 | -7
[3] Cc1ccc2nc(SCC(=O)Nc3c(C)n(C)n(-c4ccccc4)c3=O)[nH]c2c1
  -2.4 | 3.7 | 17 | 0 | -4 | -12 | -2.7 | 10 | 98 | -3.1 | -3
[4] Cc1cc(C(=O)NCc2ccco2)cs1
  4.0 | 5.7 | 8 | 9 | 4 | -2 | 1.0 | -12 | 106 | -1.5 | -3
[5] Cc1ccc(S(=O)(=O)NCc2ccccc2)cc1C(=O)NCC1CCCO1 (stereo not drawn)
  2.4 | 0.8 | -1 | . | -11 | 1 | 1.4 | -1 | 100 | 0.2 | -2
[6] CC1=NN(c2cccc(F)c2)C(=O)/C1=C/c1ccc(N(C)C)cc1
  0.8 | 1.5 | 1 | 16 | 34 | 11 | -4.5 | -4 | 118 | -0.3 | 1
[7] Cc1ccc(Nc2nnc(SC(C)C(=O)NCC3CCCO3)s2)cc1 (stereo not drawn)
  -1.0 | 1.9 | 3 | -11 | -7 | -16 | -2.2 | -3 | 112 | -0.7 | 10
[8] CCOC(=O)C1CCN(C(=O)CCc2ccc(S(=O)(=O)NC(C)C)cc2)CC1
  2.2 | 1.9 | 13 | -15 | 2 | -1 | -2.5 | -2 | 128 | -2.6 | -1
[9] COc1cc2c(cc1OC)C(COc1ccccc1OC)N(C(=O)c1ccco1)CC2 (stereo not drawn)
  -1.5 | -0.1 | 0 | -27 | 5 | 3 | -1.3 | 0 | 125 | 0.1 | -2
[10] COCCCn1cnc2c(c1=O)c1nc3ccccc3nc1n2-c1ccc(C)cc1
  3.2 | 1.7 | 3 | -10 | 0 | -12 | 2.5 | 9 | . | -0.8 | -7
[11] O=C(CCCn1c(=O)oc2ccccc21)NNC(=O)COc1ccc(F)cc1
  -0.5 | 2.0 | 11 | 1 | -6 | 6 | -0.1 | -11 | . | -2.8 | -6
[12] Cc1ccc(CNS(=O)(=O)c2ccc(C(C)(C)C)cc2)n1C
  1.1 | 1.9 | -7 | 8 | 11 | -6 | 0.1 | -13 | 98 | 1.2 | 0
[13] C=CCn1c(SCc2nc3ccccc3[nH]2)nnc1-c1cccc(OC)c1
  0.5 | 1.5 | -6 | 5 | -8 | 0 | -1.1 | 10 | 110 | 1.1 | 6
[14] CS(=O)(=O)c1ccc(Cl)c(NC(=O)COC(=O)c2ncc(Cl)c(Cl)c2Cl)c1
  1.4 | 3.4 | -7 | 10 | 36 | -7 | 2.1 | 17 | 102 | 1.0 | -14
[15] CC1(C)CCC(=O)c2ccccc21
  . | 0.1 | 6 | 9 | 16 | -7 | . | . | 96 | -1.2 | 1
[16] CC(C)(C)OC(=O)NNC(=S)NCc1ccc(Cl)cc1
  0.3 | 5.0 | 7 | 6 | 17 | -7 | 0.9 | -20 | 100 | -1.4 | -2
[17] CC(=O)OC(C)(C)C1Cc2cc3ccc(=O)oc3cc2O1 (stereo not drawn)
  0.7 | 2.0 | 10 | -6 | -11 | 12 | -1.4 | 265 | 100 | -1.7 | 3
[18] c1ccc(C(Nc2cccnc2)c2ccccc2)cc1
  . | 3.3 | -10 | 29 | 11 | -9 | . | . | 100 | 2.3 | -7
[19] Cc1[nH]c(=O)[nH]c(=O)c1S(=O)(=O)N1CCCC(C(=O)NCc2ccc3c(c2)OCO3)C1 (stereo not drawn)
  -0.9 | 1.7 | . | 27 | 8 | . | 0.5 | -11 | 102 | . | -9
[20] Cn1c(=O)[nH]c(=O)c2c1nc(Br)n2Cc1ccccc1Cl
  0.6 | 0.1 | 10 | 11 | 2 | 0 | -3.2 | 16 | 102 | -1.7 | -2
[21] Cc1c(O)ccc2c3c(c(=O)oc12)CCC(C)C3 (stereo not drawn)
  2.7 | 0.3 | 7 | 0 | -9 | 0 | -1.4 | 26 | 95 | -1.5 | 1
[22] CCN(Cc1ccncc1)C(=O)C1CCC(=O)N(Cc2ccc(Cl)cc2)C1 (stereo not drawn)
  -0.1 | 1.9 | 12 | -2 | 28 | -2 | -0.1 | -29 | 110 | -2.2 | -2
[23] C=CCN(C(=O)CCC(=O)O)C1CC(=O)N(c2ccc(OCCC)cc2)C1=O (stereo not drawn)
  2.2 | 3.2 | 12 | -11 | 3 | 0 | -1.4 | 5 | 86 | -2.7 | 5
[24] CCOc1ccc(C)cc1S(=O)(=O)n1ccnc1
  1.1 | 1.6 | -4 | 4 | 1 | 9 | -0.9 | 7 | . | 0.9 | -9
[25] CCN(CC)CCN1C(=O)C2C(C(=O)Nc3ccc(Br)cc3)C3C=CC2(O3)C1C(=O)NC1CCCCC1 (stereo not drawn)
  1.2 | 0.0 | -32 | -22 | 19 | 5 | 0.1 | 57 | . | 4.2 | 10
[26] O=C(NCCSc1c(-c2ccccc2)[nH]c2ccccc12)c1cc2ccccc2oc1=O
  -1.8 | 2.4 | -38 | -12 | 6 | -6 | 0.7 | -13 | 102 | 6.4 | 10
[27] O=C(Nc1c(Cl)cc(Cl)cc1-c1nc2ccccc2s1)c1ccc(Br)o1
  0.5 | 4.5 | 6 | -8 | 33 | 3 | -1.2 | -9 | 96 | -1.1 | 1
[28] Cc1cc(C)c2nc(-c3ccccn3)cc(C(=O)Nc3ccc(S(=O)(=O)Nc4cc(C)on4)cc3)c2c1
  0.8 | 0.7 | 13 | 2 | 16 | -3 | 0.3 | -23 | . | -2.4 | -1
[29] CNC(=O)c1ccc(NC(=O)C2CCN(c3ncnc4sc(C)c(C)c34)CC2)cc1
  0.6 | 1.0 | 14 | -11 | 8 | 13 | 1.4 | -9 | 109 | -4.3 | -1
[30] O=C(NCCC1=CCCCC1)C1CCN(S(=O)(=O)N2CCOCC2)CC1
  -1.3 | 3.1 | 12 | -3 | 6 | 4 | -1.7 | i | 103 | -2.2 | 2
[31] CC1CCC(NC(=O)N(CCCl)N=O)CC1 (stereo not drawn)
  -0.9 | 2.5 | 7 | -11 | 19 | 5 | -1.1 | 184 | 89 | -1.3 | -25
[32] COc1ccc(-c2cc(-c3ccc(OC)c(OC)c3)n[nH]2)c(O)c1
  9.9 | 4.0 | 9 | 7 | -11 | -8 | 7.9 | -13 | 99 | -2.1 | 11
[33] Cc1cn([C@H]2C[C@H](O)[C@@H](CCC(=O)NCCCn3ccnc3)O2)c(=O)[nH]c1=O
  -0.1 | 3.9 | 14 | 6 | -11 | -7 | -2.0 | . | 91 | -2.9 | 12
[34] Cc1ccc(N2CCN(C(=O)c3ccccc3NC(=O)C3CC=CCC3C(=O)O)CC2)cc1 (stereo not drawn)
  2.2 | 0.3 | 10 | -17 | 16 | -5 | -0.5 | 0 | . | -2.2 | -3
[35] COc1cccc(C2SCC(=O)N2c2ccc(C)cc2)c1OC (stereo not drawn)
  3.7 | 2.4 | 15 | -19 | 3 | -4 | -2.3 | -25 | 102 | -2.5 | 0
[36] Cc1cccc2sc(NC(=O)c3cccc(S(=O)(=O)N4CCc5ccccc54)c3)nc12
  4.5 | 0.0 | 2 | -16 | 10 | -2 | -0.7 | -22 | 124 | -0.4 | -5
[37] CN1C(=O)/C(=C2\SC(=S)N(NC(=O)c3cccnc3)C2=O)c2ccccc21
  2.8 | 0.2 | -10 | -8 | -2 | 12 | -1.3 | -10 | 117 | 2.1 | -3
[38] C/C(CC(=O)Nc1ccc2c(c1)OCO2)=N\NC(=O)OC(C)(C)C
  3.4 | 4.9 | 1 | 8 | 6 | 5 | 1.5 | 4 | 104 | -0.1 | -8
[39] COc1ccc(/C=C2\CCCC3C2=NC(=S)NC3c2ccc(OC)cc2)cc1 (stereo not drawn)
  3.8 | 2.3 | 11 | -8 | -2 | 9 | 1.5 | 3 | 103 | -2.2 | 3
[40] COc1ccc(C(=O)N/N=C/c2ccc(OC(=O)c3ccccc3)cc2)cc1
  2.5 | -0.2 | 10 | -19 | 2 | 9 | 0.1 | 12 | 102 | -1.9 | -3
[41] CCOC(=O)Cc1csc(NC(=O)c2cc(=O)c3ccccc3o2)n1
  3.1 | 2.3 | -4 | -7 | 2 | 1 | 0.6 | 8 | 100 | 0.7 | 2
[42] Cc1c(C=O)c2ccccc2n1CC(=O)NCc1ccccc1
  5.0 | 2.8 | 4 | -5 | -1 | -9 | 1.9 | -18 | 99 | -0.6 | 1
[43] Cc1ccc(-c2nc(CS(=O)(=O)CC(=O)N3CCCCCC3)c(C)o2)cc1
  -1.1 | 0.1 | 1 | -10 | 4 | -9 | 1.3 | -23 | 82 | -0.1 | -7
[44] C=C(C)CNC(=S)NNC(=O)CCn1c2ccc(Cl)cc2c2cc(Cl)ccc21
  3.7 | 3.2 | -13 | -9 | 3 | -18 | 3.1 | -26 | 90 | 2.1 | 7
[45] COc1cccc(Nc2ccc(-n3ccnc3)nn2)c1
  1.3 | 4.0 | 18 | -21 | 7 | 7 | 0.2 | . | 99 | -3.4 | -1
[46] COc1cccc2cc(C(=O)NCCc3ccccc3)c(=O)oc12
  0.2 | -2.6 | 1 | 4 | 9 | -3 | 0.1 | 324 | 103 | -0.2 | -19
[47] CN(C)S(=O)(=O)c1cc(NC(=O)COC(=O)CC2Sc3ccccc3NC2=O)ccc1Cl (stereo not drawn)
  -1.2 | 2.7 | -1 | . | 31 | 3 | 1.9 | -7 | 90 | 0.3 | 4
[48] Cc1ccccc1NC(=O)CN1C(=O)NC2(CCCCC2)C1=O
  3.7 | 2.5 | 15 | -11 | 37 | -1 | 1.3 | -9 | 99 | -2.9 | -3
[49] COC(=O)c1c(C)oc2ccc(NS(=O)(=O)c3cc(OC)ccc3OC)cc12
  3.6 | 0.4 | -14 | -4 | 2 | 0 | 0.3 | -12 | 108 | 3.1 | 3
[50] COc1ccc(N=C2C(=O)N3c4c(cccc42)C(C)=CC3(C)C)cc1
  1.3 | 2.1 | 25 | 7 | 35 | -7 | -0.1 | -3 | 98 | -4.9 | -5
[51] Cc1ccc(CCNC(=O)C2CC(c3cc(C(F)(F)F)cc(C(F)(F)F)c3)=NO2)cc1 (stereo not drawn)
  -0.2 | 3.0 | -4 | 48 | 8 | -3 | -1.3 | 10 | 102 | 0.7 | 8
